MEP2 TOR yeast: alters MEP2-GFP fluorescence in TOR pathway yeast screen. GFP response vs DMSO, % at 10 µM. 330,000 tested, 0.51% active. S. cerevisiae MEP2-GFP strain, flow cytometry GFP, 3 h; 100% = DMSO control level. AID 2016;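 active = GFP response versus DMSO above a set limit, roughly screen mean plus 3 SD, cut at about 180% in these data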;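 note: median GFP fluorescence of the barcode-gated MEP2-GFP cells per well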
proCasp3 act: activates human procaspase-3 | P42574 | recombinant procaspase-3 D3A, Ac-DEVD-pNA absorbance 405 nm | activation, % at 8.5 µM | 330,000 tested, 0.11% active;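 active = activation above the mean of all tested compounds plus 3 SD, cut at about 21% in these data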;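 note: 0% = DMSO alone and 100% = DMSO wells spiked with extra 5 µM PC-3 D3A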
Target sequence (P42574 whole entry D9A/D28A/D175A): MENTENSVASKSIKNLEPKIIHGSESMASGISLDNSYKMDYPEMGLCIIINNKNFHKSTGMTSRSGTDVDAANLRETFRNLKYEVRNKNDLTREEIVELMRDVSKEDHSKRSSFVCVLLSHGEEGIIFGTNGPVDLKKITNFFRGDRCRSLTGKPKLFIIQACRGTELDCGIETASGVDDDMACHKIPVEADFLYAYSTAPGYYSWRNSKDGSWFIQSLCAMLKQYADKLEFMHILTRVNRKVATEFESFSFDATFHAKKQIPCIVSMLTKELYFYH
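Test system: Procaspase-3 D3A mutant, all three cleavage aspartates alanine | Dosing: Single dose, 8.5 µM nominal compound, 0.8% DMSO | Schedule: 1 h preincubation, 2 h reaction | Technique: 405 nm absorbance of p-nitroaniline, reads at 0 and 120 min | Repeats: One well per compound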
LAP4-GFP MLPCN: alters LAP4-GFP fluorescence in TOR pathway yeast screen | S. cerevisiae LAP4-GFP multiplex, flow cytometry GFP, 3 h; median GFP as percent of DMSO wells | GFP response vs DMSO, % at 10 µM | 320,000 tested, 0.34% active;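 active = GFP response vs DMSO above a set limit, about the screen mean plus 3 SD, cut at about 150% in these data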
AGP1 TOR yeast: yeast TOR pathway AGP1-GFP modulation; GFP response vs DMSO, % at 10 µM; 320,000 tested, 0.02% active; S. cerevisiae AGP1-GFP multiplex flow cytometry, 3 h; GFP as percent of DMSO wells;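 active = GFP response relative to DMSO above a set limit, near screen average plus 3 SD, cut at about 150% in these data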;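 note: median GFP channel fluorescence of the gated AGP1 strain per well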
RPL19A TOR yeast: modulators of TOR pathway RPL19A-GFP in S. cerevisiae | S. cerevisiae RPL19A-GFP strain, flow cytometry, 3 h; hits give low values | percent response vs DMSO, % at 10 µM | 330,000 tested, 0.3% active;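 active = percent response vs DMSO below 50%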;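 note: median channel GFP fluorescence of the barcoded RPL19A-GFP strain; ratio of sample median GFP to plate DMSO average so 100% = DMSO; lower means less RPL19A-GFP as with rapamycin TOR inhibition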
procasp7 counter: activates human procaspase-7, counter-screen for procaspase-3 activators; P55210; recombinant procaspase-7, Ac-DEVD-pNA absorbance 405 nm; D23A/D198A/D206A triple mutant, cannot self-cleave; scale: DMSO 0, 5 µM enzyme 100; activation, % at 8.5 µM; 330,000 tested, 0.093% active;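 active = percent activation above the screen-wide mean plus 3 SD, cut at about 25% in these data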
Target sequence (P55210 whole entry D23A/D198A/D206A): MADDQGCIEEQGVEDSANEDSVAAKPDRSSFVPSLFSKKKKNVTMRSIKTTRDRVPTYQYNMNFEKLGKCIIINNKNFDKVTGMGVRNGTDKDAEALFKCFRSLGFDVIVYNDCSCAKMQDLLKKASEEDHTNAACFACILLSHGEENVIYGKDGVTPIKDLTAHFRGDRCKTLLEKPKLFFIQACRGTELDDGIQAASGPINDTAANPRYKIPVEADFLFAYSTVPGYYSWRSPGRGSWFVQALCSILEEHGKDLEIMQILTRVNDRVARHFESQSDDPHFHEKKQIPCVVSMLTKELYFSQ
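Material: Procaspase-7 triple mutant (PC-7 D3A) | Quantity: 2 µM procaspase-7 mutant as dispensed | Reagent: DEVD-pNA substrate | Times: 1 h preincubation, 2 h reaction | Technique: 405 nm absorbance of p-nitroaniline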
CIT2-GFP yeast: modulators of TOR pathway CIT2-GFP in S. cerevisiae; 320,000 tested, 0.065% active; S. cerevisiae CIT2-GFP strain, flow cytometry, 3 h; 100 means same as DMSO wells; GFP response vs DMSO, % at 10 µM;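 active = GFP response relative to DMSO above a set limit, near the screen mean plus 3 SD, cut at about 150% in these data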;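 note: ratio of well median GFP fluorescence to mean of DMSO wells on the plate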
AHR activator: activates the human aryl hydrocarbon receptor | P35869 | AHR-responsive luciferase reporter cells, luminescence | activation, % at 5 µM | 320,000 tested, 2.5% active; in the data active = activation above about 47%;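 note: 0% = vehicle wells and 100% = reference agonist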
Active calls of the source: *; . = no result given. An unsorted share of the library. Share with any hit: about 3.5%.

Assay codes: A = MEP2 TOR yeast; B = proCasp3 act; C = LAP4-GFP MLPCN; D = AGP1 TOR yeast; E = RPL19A TOR yeast; F = procasp7 counter; G = CIT2-GFP yeast; H = AHR activator
1) Cc1nn(Cc2ccc(Cl)cc2)c(C)c1NC(=O)c1cc(C(C)C)on1
  A: 103; B: -7; C: 98; D: 106; E: 101; F: 2; G: 116; H: 4
2) C[C@H]1COC(=O)[C@@H](Cc2ccc(F)cc2)CC/C=C/C[C@@H](CC(=O)N(CCO)Cc2ccccc2)C(=O)N1
  A: 98; B: 1; C: 93; D: 93; E: 98; F: 10; G: 86; H: -2
3) COC(=O)c1ccccc1NC(=S)N(Cc1ccc2c(c1)OCO2)Cc1cc2cccc(C)c2[nH]c1=O
  A: 102; B: -12; C: 90; D: 94; E: 98; F: 11; G: 96; H: 6
4) CCCCn1c(N)c(N(CCOC)C(=O)c2cc(S(=O)(=O)N3CCCCC3)ccc2C)c(=O)[nH]c1=O
  A: 114; B: -6; C: 109; D: 115; E: 108; F: 3; G: 117; H: 1
5) CCOC(=O)C1=NN(C(=O)Cc2ccccc2)C(O)(C(C)(C)C)C1 (stereo not drawn)
  A: 106; B: 5; C: 95; D: 103; E: 108; F: 4; G: 105; H: 1
6) COC(=O)Cn1c(=NC(=O)C(C)C)sc2c(C)cc(C)cc21
  A: 97; B: -5; C: 120; D: 107; E: 103; F: 7; G: 107; H: 5
7) CC1CCC(NC(=O)c2cccc(S(=O)(=O)N3CCN(c4ccccc4)CC3)c2)CC1 (stereo not drawn)
  A: 90; B: 6; C: 114; D: 112; E: 99; F: 1; G: 98; H: 0
8) CCCn1nc(C(=O)NC2CCCc3ccccc32)c2ccccc2c1=O (stereo not drawn)
  A: 73; B: 10; C: 99; D: 98; E: 106; F: 3; G: 100; H: 8
9) CCOC(=O)C1(C)C=C(Nc2ccc(C)cc2)C(=O)N1c1ccc(C)cc1 (stereo not drawn)
  A: 99; B: 1; C: 103; D: 107; E: 99; F: -1; G: 89; H: 1
10) NC(=O)[C@@H]1CCCN1C(=O)c1ccc2nc(Cc3cccc(Cl)c3)oc2c1
  A: 122; B: -4; C: 83; D: 95; E: 106; F: 8; G: .; H: 0

Structures listed so far containing sulfur:
Assay codes: A = MEP2 TOR yeast; B = proCasp3 act; C = LAP4-GFP MLPCN; D = AGP1 TOR yeast; E = RPL19A TOR yeast; F = procasp7 counter; G = CIT2-GFP yeast; H = AHR activator
3) COC(=O)c1ccccc1NC(=S)N(Cc1ccc2c(c1)OCO2)Cc1cc2cccc(C)c2[nH]c1=O
  A: 102; B: -12; C: 90; D: 94; E: 98; F: 11; G: 96; H: 6
4) CCCCn1c(N)c(N(CCOC)C(=O)c2cc(S(=O)(=O)N3CCCCC3)ccc2C)c(=O)[nH]c1=O
  A: 114; B: -6; C: 109; D: 115; E: 108; F: 3; G: 117; H: 1
6) COC(=O)Cn1c(=NC(=O)C(C)C)sc2c(C)cc(C)cc21
  A: 97; B: -5; C: 120; D: 107; E: 103; F: 7; G: 107; H: 5
7) CC1CCC(NC(=O)c2cccc(S(=O)(=O)N3CCN(c4ccccc4)CC3)c2)CC1 (stereo not drawn)
  A: 90; B: 6; C: 114; D: 112; E: 99; F: 1; G: 98; H: 0

Further structures.
Assay codes: A = MEP2 TOR yeast; B = proCasp3 act; C = LAP4-GFP MLPCN; D = AGP1 TOR yeast; E = RPL19A TOR yeast; F = procasp7 counter; G = CIT2-GFP yeast; H = AHR activator
11) CCn1c(COc2ccccc2C)nnc1SCC(=O)N1CCCCC1
  A: 97; B: 8; C: 99; D: 89; E: 99; F: -4; G: 88; H: 4
12) CCOC(=O)Cc1nnc(NC(=O)CSc2nncn2C)s1
  A: 103; B: 2; C: 95; D: 102; E: 101; F: 0; G: 101; H: 2
13) CC(c1ccccc1)C1CC(=O)N(c2ccc([N+](=O)[O-])cc2)C1=O (stereo not drawn)
  A: 100; B: -1; C: 98; D: 98; E: 98; F: 10; G: 95; H: 1
14) Cc1ccc(SCCNC(=O)C(CO)(CO)CO)cc1
  A: 100; B: -7; C: 102; D: 105; E: 100; F: 8; G: 100; H: 0
15) Cc1cc(OCc2cccc(S(=O)(=O)N3CCOCC3)c2)ccc1Cl
  A: 92; B: 4; C: 77; D: 92; E: 94; F: 3; G: 96; H: 2
16) Cn1c(N)c(C(=O)COC(=O)Cc2ccc(Br)cc2)c(=O)n(C)c1=O
  A: 108; B: 6; C: 105; D: 104; E: 94; F: 0; G: 103; H: 1
17) O=C(O)CCCCNS(=O)(=O)c1ccc(Cl)c(C(F)(F)F)c1
  A: 103; B: 2; C: 97; D: 100; E: 102; F: 5; G: 95; H: 0
18) O=C(NC1CCCCC1)C(c1ccccn1)N(C(=O)c1csnn1)C1CC1 (stereo not drawn)
  A: 103; B: -5; C: 98; D: 105; E: 100; F: -2; G: 103; H: -1
19) Cn1c(-[n+]2c(-c3ccccc3)cc(-c3ccccc3)cc2-c2ccccc2)nc2cc([N+](=O)[O-])ccc21
  A: 96; B: -7; C: 99; D: 99; E: 97; F: -6; G: 96; H: 15
20) COc1ccc(Cc2nc(=S)[nH][nH]2)cc1Br
  A: 91; B: -16; C: 103; D: 102; E: 100; F: -21; G: 89; H: 3
21) CCc1cc2c(=O)n(Cc3ccco3)c(SCc3c(C)noc3C)nc2s1
  A: 95; B: 5; C: 95; D: 92; E: 93; F: -10; G: 96; H: 3
22) CCc1ccc(-c2cc(C)no2)cc1S(=O)(=O)N1CCN(c2ccc(C(C)=O)cc2)CC1
  A: 107; B: 3; C: 100; D: 102; E: 98; F: -2; G: 98; H: 1
23) CCCN(C(=O)c1cc(C)ccc1C)c1c(N)n(Cc2ccccc2)c(=O)[nH]c1=O
  A: 104; B: 10; C: 100; D: 109; E: 98; F: 1; G: 102; H: -1
24) Cc1cc(N2CCCN(C)CC2)nc2cc(Cl)ccc12
  A: 108; B: 0; C: 107; D: 101; E: 102; F: 3; G: 95; H: 7
25) O=C(NCCC1CCCCN1S(=O)(=O)c1ccc(F)cc1)C(=O)Nc1ccccc1 (stereo not drawn)
  A: 103; B: -1; C: 109; D: 108; E: 97; F: 10; G: 100; H: 4
26) Cc1ccc(C(=O)NNC2=Nc3cccc4cccc2c34)cc1
  A: 106; B: -7; C: 103; D: 99; E: 104; F: -2; G: 103; H: 79*
27) COc1ccc(C2(C)NC(=O)N(CC(=O)N3CCc4ccccc43)C2=O)cc1OC (stereo not drawn)
  A: 104; B: -3; C: 102; D: 102; E: 99; F: 3; G: 99; H: 7
28) COCCn1c(C)cc(C(=O)COC(=O)C23CC4CC(CC(O)(C4)C2)C3)c1C
  A: 92; B: 3; C: 78; D: 109; E: 103; F: 2; G: 95; H: 0
29) COc1ccc(CCc2nnc(CCC(=O)NCC3CCCO3)o2)cc1 (stereo not drawn)
  A: 94; B: 6; C: 95; D: 99; E: 100; F: 2; G: 106; H: 2
30) COC(=O)c1c(NC(=O)CSc2nnc3ccccn23)sc2c1CCC2
  A: 107; B: 7; C: 97; D: 100; E: 102; F: -2; G: 96; H: 6
31) O=C(CCC1CCCC1)Nc1cc(Cl)ccc1N1CCOCC1
  A: 99; B: -6; C: 98; D: 97; E: 98; F: 0; G: 102; H: 0
32) O=C(c1cc2c(s1)CCCC2)n1cccn1
  A: 96; B: 5; C: 104; D: 85; E: 89; F: -3; G: 94; H: 20
33) CCOC(=O)C1CCCN(C(=O)c2ccc3nc(-c4cccc(OC)c4)oc3c2)C1 (stereo not drawn)
  A: 92; B: 3; C: 96; D: 96; E: 102; F: 0; G: 94; H: 0
34) COc1ccccc1OCCNc1cc(N2CCCCC2)ccc1[N+](=O)[O-]
  A: 100; B: 4; C: 97; D: 93; E: 101; F: -12; G: 89; H: 69*
35) COc1ccccc1N1CCN(C(C)C(=O)N2CC(C)OC(C)C2)CC1 (stereo not drawn)
  A: 103; B: 3; C: 94; D: 97; E: 105; F: 7; G: 98; H: -1
36) C=CCn1c(SCC(=O)NCC2CCCO2)nnc1-c1ccccc1 (stereo not drawn)
  A: 107; B: 13; C: 108; D: 104; E: 106; F: 5; G: 104; H: 2
37) CCCCC(Br)C(=O)Nc1ccc(S(=O)(=O)Nc2cc(C)nc(C)n2)cc1 (stereo not drawn)
  A: 102; B: 2; C: 92; D: 97; E: 99; F: 5; G: 111; H: -1
38) COC(=O)C1=C(C)N(CCCC(=O)O)C(=O)NC1c1cccc2ccccc12 (stereo not drawn)
  A: 106; B: 4; C: 97; D: 108; E: 104; F: -6; G: 105; H: 3
39) Cc1nc2ccccn2c1C(=O)NN
  A: 108; B: 2; C: 100; D: 100; E: 104; F: -14; G: 104; H: 34
40) COc1ccc(CNC(=O)c2cc(C(C)=O)c[nH]2)cc1
  A: 109; B: 6; C: 100; D: 102; E: 105; F: -9; G: 103; H: 3
41) CC(=O)NCc1ccc(C(=O)CCl)cc1
  A: 89; B: 4; C: 84; D: 92; E: 92; F: -8; G: 99; H: 0
42) O=C(CSc1ncn(-c2ccccc2)n1)Nc1nc2c(s1)CCCC2
  A: 102; B: -2; C: 123; D: 100; E: 97; F: -3; G: 92; H: 12
43) Cn1c(SCC(=O)NCc2ccccc2)nc2c([nH]c3ccccc32)c1=O
  A: 104; B: 2; C: 97; D: 109; E: 108; F: 1; G: 105; H: 84*
44) C/C(=N\NC(=O)c1ccc(CN2CCOCC2)cc1)c1ccc(NC(=O)c2ccccc2)cc1
  A: 93; B: 6; C: 97; D: 91; E: 94; F: 0; G: 87; H: -2
45) COc1ccc(NC2=NCCCCC2)cc1
  A: 101; B: 1; C: 79; D: 91; E: 97; F: 1; G: 100; H: 2
46) CCOc1ccccc1NC(=O)COC(=O)c1nc2nccc(C)n2n1
  A: 101; B: 6; C: 96; D: 101; E: 99; F: -6; G: 104; H: 2
47) Cc1cc(-c2ccccc2)n(-c2ccc(C(=O)N3CCN(c4ncccn4)CC3)cc2)n1
  A: 91; B: 1; C: 97; D: 104; E: 100; F: -6; G: 95; H: -1
48) CC(OC(=O)c1ccc(Cl)nc1)C(=O)NCc1ccc2c(c1)OCO2 (stereo not drawn)
  A: 97; B: -1; C: 100; D: 100; E: 99; F: -7; G: 93; H: 0
49) CCCCC1=NC2(CCCC2)C(=O)N1Cc1ccc(-c2ccccc2-c2nn[nH]n2)cc1
  A: 95; B: -2; C: 103; D: 92; E: 101; F: 11; G: 101; H: -2
50) O=C(Cn1c(=O)oc2ccccc21)NCc1ccco1
  A: 102; B: 0; C: 94; D: 104; E: 98; F: 6; G: 103; H: 2
51) COc1ccc(-c2csc(N(CC3CCCO3)C(=O)c3cccs3)n2)cc1 (stereo not drawn)
  A: 96; B: 1; C: 99; D: 94; E: 94; F: -12; G: 101; H: 36
52) O=C(Cc1ccc(Cl)cc1)NNC(=O)C1CC=CCC1C(=O)O (stereo not drawn)
  A: 103; B: 8; C: 113; D: 101; E: 101; F: 2; G: 98; H: -2
53) CCOC(=O)C1(Cc2ccccc2Cl)CCN(S(=O)(=O)N(C)C)CC1
  A: 94; B: 7; C: 94; D: 93; E: 93; F: 6; G: 84; H: 1

High-throughput results from PubChem.
